Compound activity: PubChem, Sanford-Burnham Center for Chemical Genomics
TNAP Pi inh = blocks human TNAP phosphate release. P05186. purified TNAP, pNPP, malachite green phosphate absorbance. inhibition, % at 20 µM. 21,000 tested, under 10 active
Target sequence (P05186 whole entry, looked up): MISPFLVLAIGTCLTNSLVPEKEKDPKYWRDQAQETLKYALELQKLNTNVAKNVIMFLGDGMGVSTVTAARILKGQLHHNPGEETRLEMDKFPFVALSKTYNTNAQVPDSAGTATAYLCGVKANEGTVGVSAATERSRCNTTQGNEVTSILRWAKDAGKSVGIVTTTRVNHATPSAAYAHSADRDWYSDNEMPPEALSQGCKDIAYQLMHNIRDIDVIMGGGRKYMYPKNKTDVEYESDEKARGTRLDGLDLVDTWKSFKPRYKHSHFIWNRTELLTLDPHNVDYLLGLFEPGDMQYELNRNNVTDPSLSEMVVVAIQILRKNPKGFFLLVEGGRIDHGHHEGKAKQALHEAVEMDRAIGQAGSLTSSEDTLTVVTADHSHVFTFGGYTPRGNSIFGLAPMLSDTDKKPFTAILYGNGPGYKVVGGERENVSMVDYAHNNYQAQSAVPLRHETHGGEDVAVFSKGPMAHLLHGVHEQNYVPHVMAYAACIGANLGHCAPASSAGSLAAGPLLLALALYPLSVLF
TNAP inh pNP = blocks human TNAP p-nitrophenol release. 21,000 tested, under 10 active. AID 615. inhibition, % at 20 µM. purified TNAP, pNPP hydrolysis, absorbance 405 nm;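 note: 0% = DMSO only wells and 100% = 1 mM levamisole wells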
* = called active by the depositor.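 Rule for the calls: active = inhibition above 50% at the 20 µM single-dose screen; inactive = the rest.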

SMILES	TNAP Pi inh	TNAP inh pNP
CCOC(=O)NC(Nc1nnc(C)s1)(C(=O)OCC)C(F)(F)F (centres undefined)	6	0
COc1ccc(C2(C(=O)N3CCOCC3)CCOCC2)cc1OC	8	3
Cn1c(NC(=O)c2cccnc2)nc2ccccc21	15	5
CSCC[C@H](NC(=O)Nc1cccc(C(F)(F)F)c1)C(=O)O	-3	-16
CCOC(=O)C1C2C=CC3(CN(Cc4cccs4)C(=O)C13)O2 (centres undefined)	-6	7
CCOP(=O)(c1ccccc1)C1(C#N)CCCC1 (centres undefined)	5	0
Cc1ccc(-c2cc(C(=O)NC3=NCCS3)c3cc(Br)ccc3n2)o1	0	0
CCOC(=O)C1C(=O)C(C(=O)OCC)C(c2cccnc2)NC1c1cccnc1 (centres undefined)	8	0
O=C1CCC(=O)N1CNc1cccnc1	2	-1
Cc1nnc(NC(=O)CSc2nnc(CCc3nc4ccccc4[nH]3)n2C)s1	-12	2
CCOc1ccc(C(=O)NCC2CCCO2)cc1 (centres undefined)	4	-1
CCOC(=O)c1c(N)sc2c(O)c(Br)ccc12	4	2
CC(C)NS(=O)(=O)c1ccc(OCC(=O)Nc2ccc3c(c2)OCO3)c(Cl)c1	-21	4
CC(O)CNc1nc2c(c(=O)n(C)c(=O)n2C)n1C/C=C/c1ccccc1 (centres undefined)	10	5
CCOC(=O)NCc1ccc(S(=O)(=O)Nc2ccccc2C)cc1	8	5
NC(=O)c1ccc(-n2nnnc2SCc2ccccc2)cc1	2	-3
O=C1CC(c2ccccc2)n2nc(NC(=O)c3cccnc3)nc2N1 (centres undefined)	2	0
CN(C)C=Nc1nonc1-c1ncn[nH]1	16	6
Clc1ccc(-c2nnc(-c3ccccc3Cl)o2)cc1	-5	5
Cc1cccc(C(=O)Nc2ncc(CN3CCOCC3)s2)c1	5	4

Single records, from the list above.
Results for CCOC(=O)c1c(N)sc2c(O)c(Br)ccc12 = TNAP Pi inh: 4; TNAP inh pNP: 2
Results for CN(C)C=Nc1nonc1-c1ncn[nH]1 = TNAP Pi inh: 16; TNAP inh pNP: 6

Remaining list, next part:
SMILES	TNAP Pi inh	TNAP inh pNP
Cc1ccc(S(=O)(=O)CCc2nnc(NC(=O)c3ccccn3)s2)cc1	3	-1
CC1=C(/C=C/C(C)=C/C=C/C(C)=C/C(=O)O)C(C)(C)CCC1	0	0
COc1ccc(NC(=O)c2c(F)c(F)c(F)c(F)c2F)cc1Cl	-4	-3
Cc1cc(NC(=O)CC23CC4CC(C2)CC(CC(=O)Nc2cc(C)on2)(C4)C3)no1	9	3
Cc1ccc(NCCNc2ccc(C)cc2)cc1	-6	-11
Cc1cccc(NC(=O)CSc2nnc(-c3ccncc3)n2C)c1	0	0
COc1ccc(S(=O)(=O)NCC(=O)N(CC(=O)NCC2CCCO2)c2c(C)cccc2C)cc1 (centres undefined)	14	-4
O=C(CSc1ncn(-c2ccccc2)n1)Nc1nc2ccccc2s1	-4	2
c1ccc(-n2nnnc2-n2ccnc2)cc1	10	4
COCCOC(=O)C(C#N)c1nc2ccccc2nc1N1CCCC1 (centres undefined)	4	6
FC(F)(F)C1CC(c2cccs2)Nc2ncnn21 (centres undefined)	2	-2
CCCc1oc2c(c(=O)c1CC)C(=O)CC(C)(C)C2	7	5
O=S1(=O)CC(O)C(NCc2ccco2)C1 (centres undefined)	10	2
COc1ccc(-c2nc(N)ncc2-c2csc(C)n2)c(O)c1	2	-3
CCCCC(=O)Nc1ccc(NC(=O)c2cccnc2)cn1	9	7
Cc1ccc2c(c1)CCCN2C(=O)c1ccoc1C	7	1
CN(C)CCNC(=O)c1cc2cc(Br)ccc2oc1=O	-6	8
COc1ccccc1Nc1nc(NCCO)c2ccccc2n1	13	0
CCOc1ccc(-c2nnn(CC(=O)N3CCN(c4ccc(OC)cc4)CC3)n2)cc1OCC	-12	3
c1ccc(-n2ncc3c(N4CCCC4)ncnc32)cc1	7	4
Cc1cccc(C)c1NC(=O)CCCSc1nnc(-c2ccco2)o1	15	5
O=C(Cc1cccs1)N1CCN(c2nc(-c3ccc(Cl)cc3)cs2)CC1	19	5
CCOC(=O)N1CCN(C2CC(=O)N(c3ccccc3)C2=O)CC1 (centres undefined)	-2	-16
CSc1nnnn1-c1cccc(O)c1	0	0
c1ccc(-n2cnc3cc(NCc4ccncc4)ccc32)cc1	-9	6
O=C1CC(N2CCN(C/C=C/c3ccccc3)CC2)C(=O)N1CCc1ccccc1 (centres undefined)	11	5
O=C(O)C1CC(=O)N(c2ccc(F)cc2)C1 (centres undefined)	8	2
COC(=O)C1=C(C)NC(C)=C(C(=O)OC)C1c1ccccn1	7	-1
COc1ccc(N2C(=O)CC(Sc3nc(C)c4c(n3)CCCC4)C2=O)cc1 (centres undefined)	3	0
O=C(CCn1nnc2ccccc2c1=O)N[C@@H](Cc1ccccc1)C(=O)O	15	12
O=C(Nc1cccc(S(=O)(=O)c2cccc(NC(=O)C3CC3)c2)c1)C1CC1	12	2
c1cc(CNc2ccc3c(c2)OCCO3)ccn1	7	6
O=C(c1ccco1)N1CCN(c2cc(C(F)(F)F)nc3ncnn23)CC1	12	5
CCC(=O)N(Cc1cc2ccccc2[nH]c1=O)C(C)C	3	4
COC(=O)[C@H](Cc1ccccc1)NC(=O)Nc1ccc(S(N)(=O)=O)cc1	11	3
COCCNC(=O)C(c1cccs1)N(C(=O)Cn1nnc2ccccc21)c1cccc(C(C)=O)c1 (centres undefined)	9	8
O=C(Nc1ccc2c(c1)OCO2)Oc1ccccc1	10	3
CCOc1ccc(Nc2oc(-c3ccco3)nc2C#N)cc1	4	-3
CN(c1ccccc1C(=O)Nc1cccc(C(F)(F)F)c1)S(C)(=O)=O	7	4
CC(=O)c1ccc(NS(=O)(=O)c2cccc(C)c2)cc1	2	3
Cc1csc(/C(=N\O)c2csc(C)n2)n1	7	2
COCc1nnc(NC(=O)c2sc3ccccc3c2Cl)s1	11	3
NC(=O)C1CCN(C2OC(=O)c3ccccc32)CC1 (centres undefined)	0	0
Cc1ccc(C=NCc2ccncc2)c(O)c1	0	-9
CCOC(=O)c1cccc(NC(=O)CSc2nc3ccccc3c(=O)n2CCOC)c1	10	6
Cc1ccc(S(=O)(=O)N2CCCC(NC(=O)N3CCN(c4ccccc4)CC3)C2)cc1 (centres undefined)	-7	4
CS(=O)(=O)N(CC(=O)NCC1CCCO1)c1cc(Cl)ccc1Cl (centres undefined)	-17	2
CCO/C=C/C(=O)N(C)CCC#N	11	3
COc1cc(OC)c(-c2nn3c(-c4ccco4)nnc3s2)cc1OC	10	0
CCCn1c(SCC(=O)Nc2cccc(NC(C)=O)c2)nnc1C(C)C	8	6
N#CC1=C(N)OC2=C(C(=O)CCC2)C1c1ccncc1 (centres undefined)	7	6
CCOC(=O)/C(C(C)=O)=C1\OC(=O)c2ccccc21	9	8
CN(C)S(=O)(=O)CC12CCC(CC1=O)C2(C)C (centres undefined)	3	0
CCOC(=O)C1=C(N)n2c(s/c(=C\c3ccco3)c2=O)=C(C(=O)OCC)C1c1ccco1 (centres undefined)	10	0
Cc1ccc2[nH]c3c(N4CCN(Cc5ccc6c(c5)OCO6)CC4)ncnc3c2c1	13	3
O=C(NC(c1ccccc1)c1ccccc1)N1CCN(CCO)CC1	13	6
Cc1c(NC(=O)C2(C)CCCCC2)c(=O)n(-c2ccccc2)n1C	4	-2
CCn1c(SCC(=O)O)nc2sc3c(c2c1=O)CCC3	0	0
CCCCOc1ccc(-c2nnn(C(C)C(=O)OCC)n2)cc1 (centres undefined)	22	2
Cc1onc(-c2ccccc2Cl)c1C(=O)N1CCN(c2ccccc2)CC1	6	6

Reprinted at random: 3 records from the list, in no set order.
SMILES	TNAP Pi inh	TNAP inh pNP
O=C1CC(c2ccccc2)n2nc(NC(=O)c3cccnc3)nc2N1 (centres undefined)	2	0
O=C(Cc1cccs1)N1CCN(c2nc(-c3ccc(Cl)cc3)cs2)CC1	19	5
CCCCC(=O)Nc1ccc(NC(=O)c2cccnc2)cn1	9	7

Additional entries
SMILES	TNAP Pi inh	TNAP inh pNP
COc1cc(COCC(O)CN2CCOCC2)cc(OC)c1OC (centres undefined)	13	4
Cc1cc(C)cc(NC(=O)CSc2nnc(-c3ccccc3Br)o2)c1	12	4
CSc1cccc(NC(=O)CSc2ccccc2)c1	10	3
CCC(C)[C@H](NC(=O)NCc1cccc(OC)c1)C(=O)O (some centres undefined)	-5	2
O=C(Cc1cn2ccsc2n1)OCc1ccccc1	3	5
Nc1cccc(C(=O)Nc2ccco2)c1	10	6
COc1ccc(NS(=O)(=O)c2ccc(O)c(C(=O)OCC(=O)N3CC(C)OC(C)C3)c2)cc1 (centres undefined)	-3	2
c1coc(CSCc2cn3cccnc3n2)c1	8	1
CC(=O)OCC(=O)[C@@]1(O)CC[C@H]2[C@@H]3CCC4=CC(=O)CC[C@]4(C)[C@H]3[C@@H](O)C[C@@]21C	0	0
Cc1ccc(C)c(-n2c(SCC(=O)Nc3nnc(C)s3)nnc2-c2ccoc2C)c1	14	5
O=C1N=C(N2CCOCC2)S/C1=C1\C(=O)N(Cc2ccccc2)c2ccc(Br)cc21	10	1
Oc1ccc(N2CCN(c3ncnc4sc5c(c34)CCC5)CC2)cc1	11	-1
CSC1=NC2(CCCCC2)C2=C(CCCC2)N1	5	5
COc1cc(OC)nc(NC(=O)CN2CCN(c3ccc(F)cc3)CC2)n1	5	3
Cc1ccc(N2CCN(c3ccc(C)cc3)C2c2ccncc2)cc1	-6	-8
COc1ccc(C(=O)O)cc1S(=O)(=O)Nc1cccc(C)c1	0	0
Fc1ccc2[nH]c3c(N4CCN(Cc5ccc6c(c5)OCO6)CC4)ncnc3c2c1	4	0
Cn1c(=O)[nH]c(=O)c2c1ncn2CCN1CCCCC1	3	7
O=C(Nc1cccnc1)C1CC(c2ccc(Cl)c(Cl)c2)=NO1 (centres undefined)	4	-1
O=C(Nc1ccccc1)N(CCCN1CCOCC1)Cc1ccccc1F	11	6

Next part; it opens with the seven that closed the last part.
SMILES	TNAP Pi inh	TNAP inh pNP
COc1cc(OC)nc(NC(=O)CN2CCN(c3ccc(F)cc3)CC2)n1	5	3
Cc1ccc(N2CCN(c3ccc(C)cc3)C2c2ccncc2)cc1	-6	-8
COc1ccc(C(=O)O)cc1S(=O)(=O)Nc1cccc(C)c1	0	0
Fc1ccc2[nH]c3c(N4CCN(Cc5ccc6c(c5)OCO6)CC4)ncnc3c2c1	4	0
Cn1c(=O)[nH]c(=O)c2c1ncn2CCN1CCCCC1	3	7
O=C(Nc1cccnc1)C1CC(c2ccc(Cl)c(Cl)c2)=NO1 (centres undefined)	4	-1
O=C(Nc1ccccc1)N(CCCN1CCOCC1)Cc1ccccc1F	11	6
Cc1cc(C)nc(N2CCCC(C(=O)Nc3ccc4nc(C)c(C)nc4c3)C2)n1 (centres undefined)	20	5
CCCc1nc(-c2ccc(-c3ccc(F)cc3)cc2)no1	-1	-3
CC1CCCN(C(=O)CSc2nnc(-c3cccnc3)n2C2CCCCC2)C1 (centres undefined)	8	-3
Cn1ncc2nnn(-c3ccccc3)c(=O)c21	-4	-5
Cc1ccc(S(=O)(=O)c2nc(C(C)(C)C)oc2N2CCOCC2)cc1	0	0
O=C(Nc1n[nH]c(C2CCCCC2)n1)C1CCCCC1	4	-2
CNc1nc2sc3c(c2c(=O)n1C)CC(C)(C)SC3	-5	-9
CCOC(=O)c1cnc(SCc2nc(N)nc(Nc3ccccc3)n2)nc1N	6	0
O=C(CSc1nnc(SCc2ccc(Cl)cc2)s1)N1CCOCC1	12	3
CC(=O)c1cccc(NC(=O)C2CCCN(S(=O)(=O)c3ccccc3)C2)c1 (centres undefined)	8	-3
COc1ncnc2sc(-c3ccccc3)cc12	0	0
CCCc1cc(C(N)=O)c(NC(C)=O)s1	-1	4
CC1(C)C2CCC1(CS(=O)(=O)N1CCCc3ccccc31)C(=O)C2 (centres undefined)	5	1
CN(C)c1ncc(C(=O)O)cn1	3	2
Cc1ccc(C2C(C(=O)c3cc4ccccc4o3)=C(O)C(=O)N2CCCN(C)C)cc1 (centres undefined)	7	-9
Cc1cc(C(=O)NCCCn2ccnc2)sc1-c1ccccc1	9	5
COc1cccc(CN(Cc2cccnc2)S(=O)(=O)c2ccc(-n3cnnn3)c(C)c2)c1OC	11	2
COc1ccc(Cl)c(S(=O)(=O)N2CCCC2)c1	8	1
O=C(CSc1nc2ccccc2n1CC(=O)N1CCCC1)Nc1ccc2c(c1)OCO2	0	-14
O=C(c1cccnc1)N1C2C=CC(C2)C1(C(F)(F)F)C(F)(F)F (centres undefined)	6	5

Part of the list above in order of SMILES length, largest number first.
SMILES	TNAP Pi inh	TNAP inh pNP
CC1(C)C2CCC1(CS(=O)(=O)N1CCCc3ccccc31)C(=O)C2 (centres undefined)	5	1
CNc1nc2sc3c(c2c(=O)n1C)CC(C)(C)SC3	-5	-9
CN(C)c1ncc(C(=O)O)cn1	3	2

The list continues:
SMILES	TNAP Pi inh	TNAP inh pNP
Clc1ccc(CN2C3=NCCN3c3ccccc32)cc1Cl	8	2
CC1(C)CC(=O)C(=CN2CCN(C(=O)c3ccco3)CC2)C(=O)C1	13	3
COc1ccc(CCNc2nc(N3CCCCC3)nc(N3CCCCC3)n2)cc1OC	10	6
CC(=O)N1SC(N)=NC1c1ccccc1 (centres undefined)	12	2
Cc1ccc2cc(C(c3nnnn3C3CCCC3)N(Cc3ccccc3)Cc3ccco3)c(=O)[nH]c2c1 (centres undefined)	6	-1
O=C(O)CSc1nc(-c2ccccc2)nc2c1oc1ccccc12	3	1
O=C(Nc1cccnc1)C1CCCN1S(=O)(=O)c1ccc(Cl)c(Cl)c1 (centres undefined)	12	7
CCn1nnc(NC(=O)COc2cc(C)ccc2C(C)C)n1	13	8
O=C(CSc1nnc2ccccn12)Nc1ccccc1C(=O)NC1CC1	5	5
CCOC(=O)C1CCN(C(=O)c2ccc(Br)o2)CC1	15	5
COc1ccc(OC)c(NC(=O)C2C3C=CC(C3)C2C(=O)NCc2ccccn2)c1 (centres undefined)	0	10
CC(C)(C)NC(=O)NC(=O)COC(=O)COc1ccc2c(c1)CCC2	8	-1
CS(=O)(=O)Nc1ccccc1C(=O)NCc1ccco1	12	1
Oc1oc(-c2ccco2)nc1C=Nc1ccccc1	9	4

This is a subset, so the mix of outcomes need not match the whole.
